Screening results deposited in PubChem BioAssay by several laboratories.
GSK3 alpha inh = human GSK-3 alpha kinase inhibition | P49840 | ADP-Glo luminescence, 60 min | inhibition, % at 10 µM | 320,000 compounds, 0.1% hits;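 in the data active = inhibition above about 50%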;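 also: GST-tagged GSK-3 alpha with peptide substrate and 25 µM ATP; 0% = DMSO neutral wells and 100% = GW8510 positive control wells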
Target sequence (P49840 whole entry, looked up): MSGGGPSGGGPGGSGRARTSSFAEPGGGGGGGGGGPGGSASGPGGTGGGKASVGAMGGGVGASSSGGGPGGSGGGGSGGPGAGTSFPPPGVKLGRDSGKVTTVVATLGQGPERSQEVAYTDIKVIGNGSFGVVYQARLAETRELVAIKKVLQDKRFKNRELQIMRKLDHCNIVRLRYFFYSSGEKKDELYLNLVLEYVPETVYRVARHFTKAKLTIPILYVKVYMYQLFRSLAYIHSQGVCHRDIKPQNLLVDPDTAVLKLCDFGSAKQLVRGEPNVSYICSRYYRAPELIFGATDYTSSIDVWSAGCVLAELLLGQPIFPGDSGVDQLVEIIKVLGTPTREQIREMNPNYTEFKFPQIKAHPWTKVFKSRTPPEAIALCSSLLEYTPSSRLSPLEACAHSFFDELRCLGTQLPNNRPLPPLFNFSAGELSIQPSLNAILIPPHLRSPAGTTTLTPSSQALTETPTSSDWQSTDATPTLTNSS
GSK3beta inhib = blocks human GSK3beta kinase activity. P49841. GST-GSK3beta kinase, ADP-Glo luminescence, 60 min; active compounds read low. activity score (negative = inhibition), % at 10 µM. 300,000 compounds, 0.038% hits. AID 2097;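 active = more than half of replicate wells score below -50%, meaning over 50% inhibition versus plate controls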;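 also: 0% = median DMSO wells and -100% = median GW8510 positive control wells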
Target sequence (P49841 whole entry, looked up): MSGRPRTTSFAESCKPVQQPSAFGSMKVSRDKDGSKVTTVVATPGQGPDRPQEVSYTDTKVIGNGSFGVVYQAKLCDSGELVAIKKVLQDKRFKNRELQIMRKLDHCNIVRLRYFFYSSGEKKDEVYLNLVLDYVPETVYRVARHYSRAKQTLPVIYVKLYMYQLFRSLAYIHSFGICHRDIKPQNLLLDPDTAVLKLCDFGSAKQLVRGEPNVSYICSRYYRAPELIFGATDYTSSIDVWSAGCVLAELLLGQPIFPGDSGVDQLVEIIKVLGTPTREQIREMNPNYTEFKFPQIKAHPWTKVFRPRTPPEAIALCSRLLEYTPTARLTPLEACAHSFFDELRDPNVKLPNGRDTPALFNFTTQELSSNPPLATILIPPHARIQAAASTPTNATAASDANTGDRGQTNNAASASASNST
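Assay system: GST-fused GSK3beta enzyme, cell-free / Medium: Tris pH 7.5 buffer with MgCl2, DTT, BSA, heparin / Also added: peptide substrate plus 25 µM ATP (final) / Compound: 10 µM single point / Timing: kinase reaction with compound 60 min at room temperature / Detection: ADP-Glo luminescence / Benchmarks: DMSO neutral wells and GW8510 at 20 µM as positive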
HSF-1 act = increases HSF-1 driven luciferase reporter signal; 300,000 compounds, 1.7% hits; activation, % at 9 µM; NIH3T3-HGL HSF-1 luciferase reporter, MG132, 8 h; 100% = twice DMSO control signal;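 active = mean replicate activation of at least 50% with a set share of replicates each reaching 50%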;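 also: 0% = median of the neutral control wells and 100% = twice that signal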
KLF5 inhibitor = inhibitors of KLF5 expression; 290,000 compounds, 0.23% hits; inhibition, % at 5 µM; DLD-1 KLF5 promoter-luciferase reporter, luminescence;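 active = inhibition above a per-plate limit of that plate's mean compound inhibition plus 3 SD, cut at about 60% in these data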;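 also: 0% = DMSO wells and 100% = LY294002 at 200 µM; higher means less KLF5 promoter-driven luciferase light; inactives centre near -14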
aSyn UTR inh = 5' untranslated region of α-synuclein, MLPCN primary screen | alpha-synuclein 5'UTR reporter, inhibitor activity | inhibition, % (tested at 7.5 µM) | 300,000 compounds, 0.82% hits | AID 1813; in the data active = inhibition above about 60%;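 also: H4 neuroglioblastoma cells stably carrying SNCA 5'UTR luciferase fusion; 0% = DMSO wells and 100% = positive control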
HSF1 inh = HSF1 inhibition; AID 2098; 300,000 compounds, 0.77% hits; NIH3T3-HGL HSE-luciferase, MG132-induced, luminescence 8 h; active compounds read low; activity change, negative = inhibition, % at 7.5 µM (by protocol);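 active = more than half of replicate wells show activity change below -50%, luminescence cut by over half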;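 also: luciferase reports HSF-1 transcriptional activity via heat shock element; 0% = median of DMSO wells and -100% = zero luminescence signal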
IEC-6 tox = IEC-6 cytotoxicity, counter-screen for KLF5 inhibitors | luminescence viability | AID 1825 | inhibition, % at 5 µM | 290,000 compounds, 0.78% hits; in the data active = inhibition above about 22%;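 also: 0% = plate median of test compound wells and 100% = cytotoxic reference compound wells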
AI-2 QS mod = modulators of Vibrio harveyi AI-2 quorum sensing system | Vibrio harveyi JMH597 AI-2 luminescence/OD600 ratio, 9 h; active compounds read low; strain lacks LuxN and CqsS sensors; 0 = neutral-control median | activity change, % at 7.5 µM | 300,000 compounds, 0.4% hits; in the data active = activity change below about -75%, passing the limit was not always enough;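 also: luminescence divided by OD600 gain over 9 h not by final OD600 alone; inactives centre near 13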
HSP90 refold inh = inhibitors of HSP90 luciferase refolding in rabbit reticulocyte lysate; luciferase refolding luminescence, 3 h; inhibition, % at 5.6 µM; 290,000 compounds, 0.91% hits;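 active = inhibition above the screen-wide mean plus 3 SD, computed separately per campaign, cut at about 16% in these data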;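 also: 0% = DMSO wells and 100% = 60 µM geldanamycin wells; inhibitors lower the luminescence because luciferase stays unfolded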
HIF activator = HIF pathway transcriptional activation. U2OS HRE-luciferase reporter, luminescence; normalized: DMSO 0%, desferrioxamine 100%. activation, % at 7.5 µM (by protocol). 300,000 compounds, 0.32% hits. AID 1910;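 active = mean activation of at least 10% of the iron chelator positive control signal, with at least half of replicates also reaching 10%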
Starred values were filed as active, the others as inactive; x = not tested or not shown.

SMILES	GSK3 alpha inh	GSK3beta inhib	HSF-1 act	KLF5 inhibitor	aSyn UTR inh	HSF1 inh	IEC-6 tox	AI-2 QS mod	HSP90 refold inh	HIF activator
Cc1ccc(S(=O)(=O)NCC(=O)OCC(=O)Nc2cccc(S(=O)(=O)NC3=NCCCCC3)c2)cc1C	-1	1	-13	-20	10	-7	1	17	-2	-1.7
N#Cc1c(-c2ccc(Br)cc2)nc2n(c1=O)CCCS2	4	2	-4	-35	4	5	-2	5	-7	0.0
Cc1cccc(-c2nnc(SCC(=O)NC3CC3)n2C)c1	-1	1	0	-12	-4	0	0	9	1	-0.3
CCCNc1c(NC(=O)C2CCC(C)CC2)c(=O)oc2ccccc12 (stereo unspecified)	-5	1	16	3	-5	0	7	24	-2	0.2
Cc1cccc(CS(=O)(=O)Cc2ccc(C(=O)NCc3ccco3)o2)c1	-3	3	-4	-42	-10	-4	0	3	-5	-0.2
CCN(CC)S(=O)(=O)c1cccc(C(=O)OCC(=O)Nc2ccccc2OC(F)F)c1	-1	2	13	-30	9	-4	-4	13	3	-0.2
COc1ccc(CCNC(=O)c2cccc3ccccc23)cc1OC	-2	1	11	-2	20	-2	-4	11	1	-19
COc1ccc(C2Nc3ccccc3C(=O)N2NS(=O)(=O)c2ccc(C)cc2)c(OC)c1 (stereo unspecified)	-2	3	25	-21	-25	22	-2	67	2	-0.5
COc1cccc(NC(=O)CNC(=O)c2cccs2)c1	-1	3	11	-22	-29	-1	2	13	-1	1.3
Cc1ccc(C(=O)Nc2cccc(-c3ccc(N4CCOCC4)nn3)c2)cc1	4	-1	38	x	-70	16	x	8	x	2.5
CC(=O)NCCc1nc(-c2ccc(Cl)cc2)no1	-1	2	11	x	-27	0	x	18	x	-6.6
CC(=O)Nc1ccc(S(=O)(=O)N2CCC(N3CCCC3)CC2)cc1	-1	-1	-8	-28	4	-1	4	23	1	1.3
Cc1cnc(NC(=O)COc2cccc3c2OC(C)(C)C3)s1	-1	-3	-9	42	-13	3	30*	14	5	-0.3
CCc1ccc(NS(=O)(=O)c2cc(OC)ccc2OC)cc1	-3	1	-3	-6	2	-2	7	1	-2	1.6
CCCNC(=O)COC(=O)c1cc2c(=O)n3ccccc3nc2s1	-1	1	-3	-35	-40	-7	-4	29	-6	0.4
Cc1ccc(C)c(N2CCN(S(=O)(=O)c3ccc(-c4cc(C)no4)s3)CC2)c1	-1	1	13	-19	2	-2	-4	6	-1	-0.7
CC(=O)NCC(O)c1ccc([N+](=O)[O-])cc1 (stereo unspecified)	0	4	-23	-15	1	-8	-1	1	-1	0.5
CCOc1ccccc1NC(=O)CCNS(=O)(=O)c1cccc2nsnc12	-1	-2	-2	9	5	6	-2	4	-5	-0.1
Cc1ccc(-c2nnn(CC(=O)N(CC(=O)NC3CCCCC3)c3ccccc3F)n2)o1	x	4	20	-15	12	6	-8	19	-3	-0.1
Cc1ccc(CNS(=O)(=O)c2ccc(C(C)(C)C)cc2)n1C	-1	0	-4	-32	10	-8	-3	29	2	0.3
CC(Nc1nc(-c2ccc(F)cc2)cs1)c1nc2cc(Cl)c(Cl)cc2n1CCOCCO (stereo unspecified)	-1	1	2	x	-36	20	x	13	x	0.1
CC1CCN(c2nc3ccccc3nc2C(C#N)C(=O)NC2CCCCC2)CC1 (stereo unspecified)	2	-3	3	x	11	5	x	11	x	-0.8
O=C(Nc1ccccc1)O/N=C1/CCCc2occc21	-3	0	18	-13	-50	2	-6	35	0	1.0
O=C(CSc1ccc(-c2ccco2)nn1)N1CCCCCC1	1	0	-6	-29	-8	7	-1	32	-1	0.3
Cc1ccc(OCC(=O)N2CCN(S(=O)(=O)c3ccc(Cl)cc3)CC2)c([N+](=O)[O-])n1	-1	1	-3	-10	17	0	8	-1	-2	0.1
COc1ccccc1NC(=O)C(C)NS(=O)(=O)c1ccc(Cl)cc1 (stereo unspecified)	-3	-3	-2	-11	-8	-7	-1	15	0	-0.7
COc1ccccc1NC(=O)CCNS(=O)(=O)c1ccc2c(c1)CC(C)N2C(=O)C1CC1 (stereo unspecified)	-1	3	3	15	15	3	-2	9	-6	-0.2
CCN(CC)C(=O)C1CCN(Cc2ccc(OCc3ccccc3)cc2)CC1	-1	-1	-15	-10	-12	3	0	6	2	0.6
CC(C)CC(=O)N1CCN(Cc2ccc(Br)cc2)CC1	-4	3	2	-14	13	-7	-8	14	-7	0.0
Cc1cc(C)c2cc(C(=O)N(C)C3CCN(C)CC3)[nH]c2c1	0	-1	55*	-26	7	19	-5	25	0	0.7
CCC(C)(C)n1nnnc1CN(Cc1cccs1)Cc1cc2cc(OC)ccc2[nH]c1=O	2	1	24	x	38	10	x	26	x	x
CNC(=O)C(=O)NCC1OCCCN1S(=O)(=O)c1ccc(F)cc1C (stereo unspecified)	-2	1	-4	-26	7	-4	0	18	1	-0.2
COc1ccc(C(=S)N2CCCC2)cc1	0	1	-2	-15	-1	4	-10	25	-1	-0.3
CCc1cccc2c(C(=O)CSc3nncn3C)c[nH]c12	-3	-1	10	-37	-13	1	6	16	3	0.9
CCn1c(SCC(=O)Nc2ccc(NC(=O)c3ccco3)c(OC)c2)nc2ccccc2c1=O	1	4	9	13	-2	7	-6	39	-2	0.3
CCN1C(=O)[C@@H]2Cc3c([nH]c4ccccc34)C(c3cc(OC)c(OC)c(OC)c3)N2C1=S (stereo partly specified)	-3	3	-45	-13	-4	-33	-1	29	1	-1.9
Cc1sc(NC(=O)c2ccccc2)c(C(=O)NC(C)C)c1C	-1	1	21	-20	7	5	2	-13	4	0.1
O=C(CCSc1nc(-c2ccco2)cc(C(F)(F)F)n1)N1CCCc2ccccc21	-3	3	5	-16	26	12	0	0	6	0.0
O=C(Nc1nc(-c2ccc(F)c(F)c2)cs1)Nc1ccc(F)cc1F	-2	2	30	-27	-49	-5	-4	20	-2	1.0
COc1ccc(C(=O)CNc2ccc3ccccc3c2)cc1	x	-6	3	-13	-70	4	4	-1	-1	2.0
COc1ccccc1C1C(C(C)=O)=C(O)C(=O)N1CCc1ccccc1 (stereo unspecified)	-1	-2	8	-8	24	-2	3	8	0	-0.8
N#C/C(=C\c1ccc(-c2ccccc2[N+](=O)[O-])o1)C(N)=O	0	1	-1	-17	-15	-2	0	23	5	0.1
c1ccc(COc2ccc(Nc3ncnc4nc[nH]c34)cc2)cc1	0	-1	13	-88	-85	11	0	14	0	2.7
Cc1c(NC(=O)c2ccccc2N)cccc1C(=O)O	-3	5	-28	-79	-155	-6	8	9	20*	1.8
Nc1nc(CSC(=S)N2CCCCC2)nc(Nc2ccccc2)n1	-4	0	-85	-131	-49	-81*	3	-12	0	1.1
CC1CCCCC1NC(=O)COC(=O)COc1ccc(Cl)cc1 (stereo unspecified)	-1	3	-2	-21	4	-3	2	29	2	0.5
O=C(c1c[nH]c(C(=O)N2CCN(Cc3ccccc3)CC2)c1)C1CCCCC1	-1	-1	-7	-9	26	-7	1	8	2	-0.2
O=C(CCc1nc2ccccc2[nH]c1=O)N/N=C/c1ccccc1	-3	-1	-18	-9	7	-5	-4	24	-1	-0.1
COc1cc(C(=O)NCC(C)C)cc(OC)c1OC	-4	2	0	-4	-7	-4	2	10	0	-0.1
Cc1ccn2c(=O)c(C(=O)NCCC3=CCCCC3)c(O)nc2c1	x	0	-1	2	-49	4	7	8	5	x
COc1ccc(C2/C=C\CN(C(=O)Oc3ccc(C(F)(F)F)cc3)CC(=O)N2Cc2ccc(F)cc2)cc1 (stereo unspecified)	-4	1	x	x	10	3	x	5	x	-0.2
CCCS(=O)(=O)N1CCCC(C(=O)NCCCN(C)c2ccccc2)C1 (stereo unspecified)	-1	-3	-5	-23	-12	-2	3	11	1	-0.2
COc1ccc(CC(=O)Nc2cccc(S(=O)(=O)N3CCCCCC3)c2)cc1OC	2	2	1	-29	-2	-1	-2	23	0	-0.6
C/C(=N\NC(=O)c1nnn(-c2nonc2N)c1COc1ccc(F)cc1)c1ccc(Cl)cc1	1	2	9	2	-36	3	0	9	-6	0.3
CN(C(=O)CSc1nc2ccccc2n1CCc1ccccc1)C1CCS(=O)(=O)C1 (stereo unspecified)	3	1	26	6	3	4	2	-9	6	-20
COc1ccc(-c2nnc(SCC(=O)N3CCCC3)o2)cc1	-3	1	7	-85	-107	14	3	6	-3	-4.5
COC(=O)CSc1nnc(-c2ccco2)n1Cc1ccco1	-3	-2	20	5	-1	5	-2	7	-1	0.3
COC(=O)c1ccccc1NC(=O)Cn1c(SC)c(F)cnc1=O	-1	2	11	-5	19	-2	5	4	5	0.4
CC1CCN(Cc2cc(=O)oc3ccc(C(C)C)cc23)CC1	-2	3	5	-1	42	-9	0	4	1	-18
CNC(=O)c1cccc2nc3ccccc3nc12	1	2	6	-37	39	4	22	21	-2	0.2
(further entries)
SMILES	GSK3 alpha inh	GSK3beta inhib	HSF-1 act	KLF5 inhibitor	aSyn UTR inh	HSF1 inh	IEC-6 tox	AI-2 QS mod	HSP90 refold inh	HIF activator
COc1ccc(NC(=O)C2=NN(C3CCS(=O)(=O)C3)C(=O)CC2)cn1 (stereo unspecified)	-1	6	12	-1	-10	0	1	1	1	-0.6
Cc1ccc(NC(=O)CCn2cnc3ccccc3c2=O)cc1	3	1	20	-35	14	3	-4	2	0	0.2
CCOC(=O)c1c(NC(=O)c2ccoc2C)sc(C(=O)N(C)C)c1C	-3	6	-3	-21	25	2	3	5	9	0.4
COc1ccc(-n2nc(C(=O)NCC(=O)N3CCN(c4ccccc4)CC3)c3ccccc3c2=O)c(OC)c1	0	x	23	-87	-78	16	3	x	-1	-17
NNC(=O)CC12CC3CC(C1)CC(n1ncnn1)(C3)C2	0	-14	20	-51	5	5	5	12	-3	0.6
Cc1ccccc1NC(=O)NCC1CCN(C(=O)OC(C)(C)C)CC1	-5	-3	28	3	-5	5	7	9	3	-0.2
COc1cc(C)c(S(=O)(=O)N2CCCC2)cc1C(C)C	-2	1	-2	-23	4	-3	6	12	3	-0.1
Cc1cc(C)n(-c2n[nH]c(=O)c3ccccc23)n1	-2	2	9	4	15	5	-6	32	3	-1.4
COc1ccc(C(=O)N(Cc2ccco2)C(C(=O)NC2CCCC2)c2ccc(O)cc2)cc1OC (stereo unspecified)	-3	5	9	17	3	-3	5	2	3	-0.4
COc1ccc(CC(=O)N2CCCC(CNC(=O)c3ccccc3Cl)C2)cc1 (stereo unspecified)	x	3	4	-16	-11	-1	-1	15	-6	0.0
COc1ccccc1N1CC(C(=O)OCC(=O)Nc2c(C)cccc2C)CC1=O (stereo unspecified)	-2	x	13	-5	-8	-6	5	x	-4	-0.3
COc1ccc(-c2cc(C(=O)N3CC4(C)CC3CC(C)(C)C4)no2)cc1 (stereo unspecified)	1	-2	12	-25	-14	1	-5	16	1	0.0
O=C(C1CCC(CNS(=O)(=O)c2cccs2)CC1)N1CCCCC1 (stereo unspecified)	-2	3	-1	7	-19	3	0	15	-2	-0.5
